Assay outcomes as filed in PubChem.
PGK inhibitor = inhibitors of T. brucei phosphoglycerate kinase. P07378. PGK/GAPDH coupled, Kinase-Glo luminescence, 60 min. Potency, µM (top dose mostly 57.5 µM), for the others: at the top dose activity change, negative = inhibition, actives largely listed as inhibitors. hit rate 0.043% among 380,000; note: % is set by controls: 0 for no effect and ±100 for the full control effect; nearly all actives have a fitted effect of over 60% in size
Target sequence (P07378 whole entry, looked up): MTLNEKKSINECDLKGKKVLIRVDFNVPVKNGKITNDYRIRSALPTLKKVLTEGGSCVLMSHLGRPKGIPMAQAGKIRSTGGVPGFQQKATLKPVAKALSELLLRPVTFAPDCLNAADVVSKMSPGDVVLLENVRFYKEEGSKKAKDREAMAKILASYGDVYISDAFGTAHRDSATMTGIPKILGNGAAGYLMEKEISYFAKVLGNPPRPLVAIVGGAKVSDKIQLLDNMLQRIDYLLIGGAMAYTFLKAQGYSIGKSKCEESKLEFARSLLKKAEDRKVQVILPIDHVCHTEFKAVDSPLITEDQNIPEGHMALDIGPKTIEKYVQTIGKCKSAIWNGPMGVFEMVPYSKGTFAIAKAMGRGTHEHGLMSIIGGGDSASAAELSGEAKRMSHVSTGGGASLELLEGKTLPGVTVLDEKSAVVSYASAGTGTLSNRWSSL
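Luminescent ATP detection (Kinase-Glo Plus) follows a 60-minute room-temperature incubation, with wells lacking PGK as controls. Buffer: 100 mM TEA (pH 7.6), 5 mM MgCl2, 0.01% Tween-20. Coupling enzyme GAPDH (100 nM final) supplies unstable 1,3-BPG in-well.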
POLI inh = DNA polymerase iota (human) inhibition. Q9UNA4. Pol iota fluorescent replication assay, 10 min. Potency, µM (series often up to 115 µM), for the others: top-dose activity, negative = inhibition, hits mostly inhibitors. hit rate 1% among 390,000. AID 588590
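Pol iota at 10 nM preincubated 15 min with compounds at room temperature; reaction started with fluorescent substrate, 50 nM final. Fluorescence read kinetically at 0 and 10 min; buffer-only wells as negative control.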
G9a inh = inhibitors of human histone lysine methyltransferase G9a | G9a H3K9 monomethylation, AlphaScreen, 2 h | Q96KQ7 | AID 504332 | Potency, µM (titrated, usually from 102 µM), for the others: at the top dose activity, negative = inhibition, actives largely listed as inhibitors | hit rate 8.8% among 350,000; note: % is set by controls: 0 for no effect and ±100 for the full control effect; nearly all actives have a fitted effect of over 75% in size
Target sequence (Q96KQ7 913-1193 limits assumed): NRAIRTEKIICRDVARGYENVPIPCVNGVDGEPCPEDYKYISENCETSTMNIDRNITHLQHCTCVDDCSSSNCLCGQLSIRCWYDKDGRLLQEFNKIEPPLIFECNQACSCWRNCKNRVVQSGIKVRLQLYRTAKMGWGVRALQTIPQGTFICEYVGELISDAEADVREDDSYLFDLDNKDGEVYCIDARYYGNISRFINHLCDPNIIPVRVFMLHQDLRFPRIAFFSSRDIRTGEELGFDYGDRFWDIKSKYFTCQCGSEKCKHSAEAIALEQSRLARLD
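Enzyme 20 nM + cpd, 15 min RT; add b-H3K9 pep 500 nM / SAM 20 uM; 2 h RT; anti-H3K9me1 Ab 0.5 ug/mL + SA donor / anti-rabbit acceptor beads 20 ug/mL each, 10 min; AlphaScreen read.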
BAZ2B block = inhibitors of human BAZ2B bromodomain. AID 504333. AlphaScreen BAZ2B-H3K14Ac peptide displacement. Q9UIF8. hit rate 4.4% among 360,000. Potency, µM (series often up to 114 µM), for inactives: at the top dose activity change, negative = inhibition, hits mostly inhibitors; note: % is set by controls: 0 for no effect and ±100 for the full control effect; nearly all actives have a fitted effect of over 60% in size
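Protein-peptide AlphaScreen: BAZ2B 50 nM, b-H3K14Ac 50 nM, 1x PBS pH 7.4 + 0.01% Tween-20. Preincubation 30 min RT; cpd 30 min RT (top 110 uM); beads 20 min RT, light-protected.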
Pin1 inhibitor = inhibitors of human Pin1; Pin1 FP peptide displacement, HiFluor488, 10 min; Potency, µM (top dose mostly 115 µM), for the others: top-dose activity, negative = inhibition, most hits filed as inhibitors; Q13526; hit rate 0.009% among 390,000; AID 504891; active = well fitted inhibition curve with a large enough effect in the polarisation, with a control signal flat, not every such curve was filed as active; inconclusive = small, poorly fitted or top-dose-only effect, or effect the other way, or a change in a side signal; inactive = no such curve, though single readings can be large or run the other way; the % refers to the polarisation; note: % is set by controls: 0 for no effect and ±100 for the full control effect
Target sequence (Q13526 whole entry, looked up): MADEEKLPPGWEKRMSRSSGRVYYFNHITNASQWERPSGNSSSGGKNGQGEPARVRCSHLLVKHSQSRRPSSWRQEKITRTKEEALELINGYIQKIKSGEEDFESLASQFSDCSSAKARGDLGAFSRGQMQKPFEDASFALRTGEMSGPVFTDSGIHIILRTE
BLM helicase inh = Bloom syndrome helicase (human) inhibition. P54132. recombinant BLM DNA unwinding, fluorescence dequenching. Potency, µM (titrated, usually from 56.1 µM), inactives show at the top dose activity change, negative = inhibition, hits mostly inhibitors. hit rate 0.2% among 350,000. AID 2528;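 note: plate controls were vehicle for no effect and no enzyme for full effect; nearly all actives have a fitted effect of over 35% in size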
GLS inhibitor = blocks human kidney-isoform glutaminase activity; AID 624170; Potency, µM (titrated, usually from 45.5 µM), without a hit: at the top dose activity change, negative = inhibition, most hits filed as inhibitors; hit rate 0.21% among 410,000; O94925; GLS enzymatic activity, qHTS titration; note: % is set by controls: 0 for no effect and ±100 for the full control effect
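hKGA in 45 mM KH2PO4 (pH 8.2), 0.02% Tween-20 with compound, then 1mM L-Glutamine (stock as added) plus glutamate oxidase/HRP/Amplex red coupling mix. Fluorescence read initially and after 30 min at RT; signal change reflects glutamate formation.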
HP1b binding inh = HP1-beta chromodomain-methylated histone interaction inhibition; AlphaScreen HP1-beta / biotin-H3K9me3 peptide binding; Potency, µM (series often up to 114 µM), inactives show at the top dose activity change, negative = inhibition, hits mostly inhibitors; hit rate 0.56% among 390,000; note: nearly all actives have a fitted effect of over 70% in size; inactives centre near 23
Target sequence (P83916 whole entry, looked up): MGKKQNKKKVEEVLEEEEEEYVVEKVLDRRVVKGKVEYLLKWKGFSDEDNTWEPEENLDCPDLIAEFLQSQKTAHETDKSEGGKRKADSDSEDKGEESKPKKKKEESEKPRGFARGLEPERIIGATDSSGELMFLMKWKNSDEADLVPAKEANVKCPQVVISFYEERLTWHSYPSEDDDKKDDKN
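Compound inhibition of the preformed complex between 50 nM HP1-beta and 50 nM biotinylated H3K9me3 peptide was read by AlphaScreen. Buffer was PBS pH 7.4 with 0.01% Tween-20. Incubations ran 30 min at room temperature, with 10 ug/mL donor/acceptor beads.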
JMJD2A Tudor inh = JMJD2A Tudor domain (human) inhibition | O75164 | AlphaScreen JMJD2A-Tudor / H3K4me3 peptide binding | Potency, µM (titrated, usually from 114 µM), for the others: at the highest dose activity change, negative = inhibition, actives largely listed as inhibitors | hit rate 4.4% among 390,000 | AID 504339; note: % is set by controls: 0 for no effect and ±100 for the full control effect; nearly all actives have a fitted effect of over 50% in size
Starred values were filed as active, the others as inactive; i = inactive; ? = inconclusive; / = not tested or not shown; [ ] = another dose, or the depositor's remark. Unless noted, calls come from the whole dose curve; as a rule, active = well fitted curve in the direction sought with a large enough effect; inconclusive = small, poorly fitted or top-dose-only effect, or another doubt; inactive = no such curve, though single readings can be large; an effect the other way counts as inactive or inconclusive. Potency is the fitted concentration of half-maximal effect. A portion of the library; rates above refer to the full screens.

SMILES	PGK inhibitor	POLI inh	G9a inh	BAZ2B block	Pin1 inhibitor	BLM helicase inh	GLS inhibitor	HP1b binding inh	JMJD2A Tudor inh
Cn1cnnc1Sc1ccc(/C=C/C(=O)c2ccc(O)cc2)cc1[N+](=O)[O-]	5%	?	/	?	?	-8%	0%	23%	?
COc1ccc(C(=O)COC(=O)CCC(=O)c2cccs2)cc1	i	40%[activator]	7%	0%	-6%	-1%	1%	30%	-2%
CCOC(=O)c1c(C)[nH]c(CCC(=O)NCCCN2CCN(c3cc(Cl)ccc3C)CC2)c1C	-7%	5%	1%[59 µM]	?	0%	-6%	-2%	-1%[57 µM]	?
Cc1ccccc1S(=O)(=O)/N=C(/c1ccccc1)N1CCOCC1	-6%	104%[activator]	/	-8%	-14%	1%	1%	-9%	32µM*
CCCCCn1c(=O)[nH]c2cc(C(=O)O)ccc2c1=O	-4%	10%	-22%[59 µM]	8%	-2%	3%	-15%	13%	-21%
COc1ccc(-c2cc(-c3ccc(OC)cc3)nc(-c3ccc4c(c3)NC(=O)CO4)c2)cc1	-12%	-1%	-32%[2.33 µM]	-7%	18%	-1%	1%	27%	-13%
COc1ccc2c(c1)c1ccccc1n2C	-10%	3%	9%[59 µM]	35%[activator]	?	-1%	6%	77%[activator]	9%
COCCn1c(SCC(=O)Nc2cccc(C)c2C)nc2c(oc3ccccc32)c1=O	-1%	63%[activator]	13%[59 µM]	-2%	-9%	-2%	-3%	40%	-5%
CCN(CC(=O)Nc1c(F)cccc1F)C(=O)c1ccc2c(c1)OCCO2	-1%	9%	23%[59 µM]	-5%	-6%	/	3%	15%	-9%
Cc1cc(NC(=O)c2ccc(N3C(=O)CCC3=O)cc2)no1	0%	-3%	11%[59 µM]	10%	-1%	-1%	-10%	36%[activator]	7%
N#Cc1ccc(S(=O)(=O)N2CCC(C(=O)N3CCN(Cc4ccc5c(c4)OCO5)CC3)CC2)cc1	i	25%	-7%[2.33 µM]	-1%	3%	/	-5%	24%	-17%
Cc1cc([N+](=O)[O-])nn1CC(=O)NCc1cccs1	-8%	-4%	-4%[59 µM]	2%	-2%	1%	0%	4%	0%
Cn1c(N)c(C(=O)CSc2nc3ccccc3n2-c2ccccc2)c(=O)n(C)c1=O	-1%	41%	?	17%	4%	0%	-26%	30%	-21%
CN(C)c1ccc(/C=C/c2nnnn2-c2ccccc2)cc1	8%	19%	1%[59 µM]	-29%	35%[activator]	-6%	6%	-8%	?
COc1cc(OC)c(NC(=O)c2nnn(Cc3ccc(C)cc3)c2N)cc1Cl	-1%	-7%	-24%[59 µM]	-12%	10%	-3%	2%	4%	-12%
CC(C)CNC(=O)Nc1ccc(F)c(Cl)c1	-2%	3%	38%	-30%	0%	1%	-24%	15%	5%
CC(Sc1nnc(COc2ccc3ccccc3c2)n1C)C(=O)O (stereo not given)	-6%	-2%	?	?	-3%	1%	-6%	33%[activator]	-19%
Cc1cc(N2CCCCC2)nc2ccc(NC(=O)c3ccc(Br)o3)cc12	0%	-10%	50µM*	?	35%[activator]	1%	-4%	?	?
Nc1ncc(S(=O)(=O)NCc2ccccc2)cn1	4%	6%	7%[59 µM]	4%	1%	-9%	2%	10%[57 µM]	-4%
O=C(O)c1ccc2c(c1)ncn2-c1ccc(F)c(F)c1	3%	6%	-43%[59 µM]	-11%	-3%	0%	-11%	22%	-7%
CCCc1nnc(NC(=O)CCC(=O)N2CCC(C)CC2)s1	-6%	-14%	11%	4%	-3%	1%	-1%	19%	-15%
COCCNC(=O)c1cnn2c1NC(c1ccco1)CC2C(F)(F)F (stereo not given)	-3%	?	11%[59 µM]	-8%	12%	1%	5%	59%[activator]	-9%[57.1 µM]
CC(C)N(C(=O)CSc1nc2ccc(Cl)cc2[nH]1)c1ccccc1	/	-6%	?	5%	29%	1%	-3%	67%[activator]	-13%
C#CCOCCOCCOCCNc1nc(N2CCN(C(=O)[C@H](CCCN=C(N)N)n3cc(C(N)[C@@H](C)CC)nn3)CC2)nc(N2CCN(C(=O)[C@H](CO)n3cc([C@@H](N)C(C)C)nn3)CC2)n1 (stereo not given in full)	-1%	8%	/	/	2%	/	-4%	4%	?
COc1ccc(N2C(=O)CC(Nc3ccc(C)cc3)C2=O)cc1 (stereo not given)	-4%	3%	22%	4%	-4%	-5%	41%[activator]	13%	-8%
(listing goes on)
SMILES	PGK inhibitor	POLI inh	G9a inh	BAZ2B block	Pin1 inhibitor	BLM helicase inh	GLS inhibitor	HP1b binding inh	JMJD2A Tudor inh
COc1ccc(C)cc1NC(=O)NC1CCCc2ccccc21 (stereo not given)	3%	-26%	48%	0%	1%	-1%	0%	14%	-8%
CC1(C)Cc2c(sc3ncn4nc(-c5ccco5)nc4c23)CO1	-1%	13%	/	/	0%	/	1%	27%	3%
O=C(O)c1ccc(CNCc2c(Cl)cccc2Cl)cc1	-8%	12%	?	4%	-15%	-1%	11%	8%	-35%
CC(C)=CCCC1(C)C=Cc2c(c(C)cc3c2[nH]c2cc(O)ccc23)O1 (stereo not given)	-1%	-2%	?	45µM*	1%	-18%	17%	-40%	45µM*
CCOC(=O)c1ccc(NC(=O)CCCN2C(=O)NC3(CCCC3)C2=O)cc1	0%	42%[activator]	-9%[2.33 µM]	10%	-3%	/	-5%	31%	-7%
Cc1nnc(SCc2ccccc2Cl)n1CC1CCCO1 (stereo not given)	i	9%	-13%[0.0925 µM]	9%	-3%	-1%	5%	22%	-19%
O=C(CNC(=O)c1cccs1)N/N=C/c1c(F)cccc1Cl	i	15%	13%[12.7 µM]	1%	5%	-3%	11%	19%	-8%
O=C(CSc1nc2c([nH]c3ccccc32)c(=O)n1-c1cccc(Cl)c1)NCC1CCCO1 (stereo not given)	-8%	22%	2%[59 µM]	13%	4%	-2%	3%	57%[activator][57 µM]	-2%
O=C(CN1CCC(Cc2ccccc2)CC1)N1CCc2ccccc2C1	-3%	103%[activator]	22µM*	50µM*	-5%	-4%	10%	?	?
CCOC(=O)N1CCN(C(=O)CSc2nnc(-c3cccc(Cl)c3)o2)CC1	3%	9%	-31%	-1%	-2%	-3%	1%	57%[activator]	-4%
CCOc1ccc(/C=C2\SC(=S)N(CCC(=O)Nc3cccc(C(=O)O)c3)C2=O)cc1	i	?	79µM*	50µM*	/	-17%	-1%	?	35µM*
CCNC(=O)COc1ccc(S(=O)(=O)Nc2ccccc2)cc1	-9%	-74%	-29%[59 µM]	5%	-7%	-6%	1%	-13%	-4%
Cn1c(N)nc2nc[nH]c2c1=S	-9%	9%	/	/	-11%	/	0%	46%[activator]	40µM*
COc1ccc(N2CCN(C(=O)c3cc4c(=O)n(Cc5ccco5)ccc4nc3C)CC2)cc1	i	1%	-1%[59 µM]	?	2%	1%	2%	25%	-30%
Cc1ccc(S(=O)(=O)N(C)C)cc1NC(=O)C1Cc2ccccc2CN1C(=O)c1ccco1 (stereo not given)	3%	22µM*	0%	-16%	6%	-7%	-5%	-3%	-30%
O=C(COC(=O)COc1ccc(Br)cc1)NCC1CCCO1 (stereo not given)	-6%	102%[activator]	/	/	1%	/	2%	10%	-14%
CN1CCN(c2oc(COc3ccc(-c4ccccc4)cc3)nc2C#N)CC1	-2%	-6%	13µM*	11µM*	13%	-11%	6%	14µM*	28µM*
CC1CCC2(CC1)NC(=O)N(CC(=O)N(Cc1ccccc1)C(C)(C)C)C2=O (stereo not given)	-11%	6%	-3%[12.7 µM]	-15%	-3%	/	0%	26%	1%
CCCCNC(=O)c1onc(CSc2ccc(C(C)C)cc2)c1C(=O)O	4%	?	6%[59 µM]	-4%	-3%	0%	2%	46%[activator]	-10%
CN(C)c1ccc(/C=C(\NC(=O)c2ccccc2)C(=O)NCCCn2ccnc2)cc1	-2%	39%[activator]	50µM*	28µM*	10%	2%	22%	-26%	50µM*
COc1cccc(OC)c1OCCOCCN1CCN(C)CC1	-6%	-21%	-4%[2.33 µM]	13%	-1%	-1%	-3%	23%	-1%
O=C(c1cc2sccc2n1Cc1ccc(F)cc1)N1CCc2ccccc21	2%	?	0%[59 µM]	-7%	47%[activator]	-3%	-2%	80%[activator]	-5%[11.4 µM]
c1ccc2c(-c3cc(C4CCNCC4)[nH]n3)cccc2c1	-4%	87%[activator]	?	-11%	1%	-1%	-6%	-12%	-33%
CCCC(C)NCC(=O)Nc1ccccc1-c1ccccc1 (stereo not given)	-10%	13%	?	?	-6%	0%	/	?	1.1µM*
O=C(/C=C/c1ccccc1)NCCN1CCOCC1	-6%	1%	?	-9%	-3%	2%	12%	24%	-3%
O=C(c1ccccc1NS(=O)(=O)c1cccc2cccnc12)N1CCOCC1	-2%	22%	-44%	-33%	-1%	-1%	-3%	11%	-8%
Cc1cc(/C=N/NC(N)=S)c(C)n1-c1cccc(Cl)c1	1%	43%[activator]	45µM*	?	-3%	1%	-4%	?	?
Cc1ccc(S(=O)(=O)N(Cc2ccccc2F)C(=O)N2CCN(C)CC2)cc1	i	104%[activator]	-4%	-11%	-9%	/	0%	29%	-17%
Cc1nn(-c2ccccn2)c2nc(-c3cccs3)cc(C(=O)NCc3ccco3)c12	-4%	?	45µM*	-11%	?	-2%	2%	22%	?
C=CCn1c(SCc2ccc(C(=O)OC)cc2)nnc1-c1sc(N)nc1C	-10%	4%	-3%	3%	-4%	-3%	18%	8%	-12%

Random excerpt: 4 entries already listed, in no set order.
SMILES	PGK inhibitor	POLI inh	G9a inh	BAZ2B block	Pin1 inhibitor	BLM helicase inh	GLS inhibitor	HP1b binding inh	JMJD2A Tudor inh
O=C(COC(=O)COc1ccc(Br)cc1)NCC1CCCO1 (stereo not given)	-6%	102%[activator]	/	/	1%	/	2%	10%	-14%
CC1(C)Cc2c(sc3ncn4nc(-c5ccco5)nc4c23)CO1	-1%	13%	/	/	0%	/	1%	27%	3%
O=C(O)c1ccc(CNCc2c(Cl)cccc2Cl)cc1	-8%	12%	?	4%	-15%	-1%	11%	8%	-35%
O=C(c1ccccc1NS(=O)(=O)c1cccc2cccnc12)N1CCOCC1	-2%	22%	-44%	-33%	-1%	-1%	-3%	11%	-8%
